High-throughput results from PubChem BioAssay.
Polio RdRp inh = inhibitors of poliovirus RNA polymerase binding and polymerization | % elongation, % (compound at 16.7 µg/mL) | poliovirus polymerase elongation, fluorescence polarization; stronger effect = lower value | 0.66% of 150,000 active | P03300; in the data active = % elongation below about 90%; also: some results filed as inactive read as strong as hits
Target sequence (P03300 1749-2209 limits assumed): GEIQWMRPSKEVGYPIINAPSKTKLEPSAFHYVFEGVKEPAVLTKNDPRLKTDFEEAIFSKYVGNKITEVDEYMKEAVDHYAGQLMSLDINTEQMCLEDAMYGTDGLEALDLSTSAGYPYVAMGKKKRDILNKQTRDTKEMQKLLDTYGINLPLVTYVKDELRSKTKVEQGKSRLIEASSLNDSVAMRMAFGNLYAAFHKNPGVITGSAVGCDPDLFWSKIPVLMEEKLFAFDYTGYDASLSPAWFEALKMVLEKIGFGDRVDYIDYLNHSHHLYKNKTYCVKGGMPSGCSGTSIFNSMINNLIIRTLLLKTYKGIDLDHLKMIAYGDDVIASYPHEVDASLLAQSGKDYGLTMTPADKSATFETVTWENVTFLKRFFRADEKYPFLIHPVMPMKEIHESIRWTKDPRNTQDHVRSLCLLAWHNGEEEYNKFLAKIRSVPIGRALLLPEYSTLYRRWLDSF
Polio RdRp inh FP z-score = second read-out of Polio RdRp inh, no call of its own (marks repeat the call); z-score; measured here: FP z-score; hits read low
The depositor's hits bear a star; & = joins results of further samples.

SMILES | Polio RdRp inh | Polio RdRp inh FP z-score
COc1ccc(CN(C(=O)c2ccc(OCC(C)C)cc2)C2CCS(=O)(=O)C2)cc1 (stereo unspecified) | 102 | -0.7
C=CCn1c(C)nnc1SCC(=O)NCC12CC3CC(CC(C3)C1)C2 | 101 | -0.3
Cc1ccc(C)c(NC(=O)C23CC4CC(CC(O)(C4)C2)C3)c1 | 96 | -0.8
COc1ccc(NC(=O)C2CCCN(S(=O)(=O)c3ccc4[nH]c(=O)ccc4c3)C2)cc1Cl (stereo unspecified) | 107 | -0.9
O=C1C(=Cc2cn(CC(=O)N3CCOCC3)c3ccccc23)C(=O)c2ccccc21 | 107 | 1.3
CC(O)c1nc2ccccc2n1C1CCCCC1 (stereo unspecified) | 100 | -0.3
Cn1c(SCCN2CCCC2)nnc1C1CCN(S(=O)(=O)c2cccc(F)c2)CC1 | 101 | -0.3
CCOc1ccc(-c2c(C)nn3c(C)c(C(=O)Nc4ccccc4C(=O)OC)cnc23)cc1OCC | 108 | 0.2
Cc1ccccc1Cn1c2ccccc2c2cnn(CC(=O)NC(C)C)c(=O)c21 | 100 | -0.6
CCOC(=O)c1ccn(-c2nc(-c3cccc(OC)c3)cc(C(F)(F)F)n2)n1 | 101 | -0.9
CC(=O)c1ccc(NC(=O)CSc2nc(=O)n(Cc3ccccn3)c3c2CCC3)cc1 | 103 | -0.6
COc1ccc(C2CC(=O)N(Cc3ccccc3)c3c2c(C)nn3-c2nc(C)cc(C)n2)c(OC)c1 (stereo unspecified) | 107 | 0.1
O=C(CCN(/N=C/c1ccco1)C1=NS(=O)(=O)c2ccccc21)NC1CCCCC1 | 104 | 0.5
CCN(CC)S(=O)(=O)c1ccc2c(c1)c(=O)c(C(=O)N1CCCC1)cn2C | 101 | 0.3
CCc1ccccc1-n1c(C)nc2cc(C(=O)NCCc3ccc(Cl)cc3)ccc21 | 107 | -0.3
c1ccc2oc(SCCSc3nc4ccccc4o3)nc2c1 | 106 | 0.3
Cc1cccc(N(C(=O)c2cnc3n(c2=O)CCS3)C2CCCCC2)c1 | 102 | 0.5
CCNS(=O)(=O)c1ccc(NC(=O)c2cncc(Br)c2)cc1 | 102 | 0
Sc1ccc2c(c1)OCCCO2 | 98 | -0.5
CCN1CCCC1CNC(=S)Nc1cccc(C)c1 (stereo unspecified) | 105 | 0.1
CN(C)c1cccc(C(=O)NC2CCCc3ccccc32)c1 (stereo unspecified) | 103 | 0.1
Cc1ccc(C)c(S(=O)(=O)c2nnn3c2nc(Nc2ccc(C)c(C)c2)c2sccc23)c1 | 100 | -0.8
Cc1cccc(N2C(=O)CSC23C(=O)N(CC(=O)NCCc2ccccc2)c2ccccc23)c1 (stereo unspecified) | 107 | 0.2
O=C(c1nn(-c2ccccc2)c(=O)c2ccccc12)N1CCN(c2ccccc2)CC1 | 103 | -0.1
Cc1ccc(C(=O)c2oc3ccccc3c2NC(=O)COc2ccc(Cl)c(C)c2)cc1 | 108 | 0.5
CCOC(=O)N1CCc2c(sc3c2c(=O)n(Cc2ccccc2)c(=O)n3CC(=O)Nc2ccc(C)cc2C)C1 | 108 | 1
CCC(C)NC(=O)c1c(C)oc2nc(C)nc(N3CCOCC3)c12 (stereo unspecified) | 110 | 0.4
CC1(C)OC(=O)N(Nc2ccccc2)C1(C)O (stereo unspecified) | 99 | -0.3
COc1ccc(-c2csc(NCc3ccccc3)n2)cc1 | 106&100 | 0.5&-1
O=C(NCCCN1CCOCC1)c1ccc(NC(=O)c2ccccc2)cc1 | 101 | -0.5
Cc1cc(C)c(S(=O)(=O)NCC2CCC(C(=O)NCCc3ccccc3)CC2)c(C)c1 (stereo unspecified) | 100 | -0.9
O=C(c1cccc(Br)c1)N1CCN(Cc2cc(=O)n3nc(-c4ccccc4)sc3n2)CC1 | 107 | 0.3
Cc1ccc(-n2c(=O)c3ccc(C(=O)NCc4ccco4)cc3n(CC(=O)Nc3ccccc3C(F)(F)F)c2=O)cc1 | 109 | 0.1
COC(=O)c1cc(OC)c(OC)cc1NC(=O)c1ccc2c(c1)CCN2S(=O)(=O)c1ccccc1 | 108 | 0.5
COC(=O)c1c(NC(=O)CCC(=O)O)sc2c1CCCC2 | 104 | 1.2
CCOc1ccc2nc(SCC(=O)O)oc2c1 | 99 | -0.3
Cc1ccc2cccc(NC(=O)c3ccc(-c4cccc(Cl)c4)o3)c2n1 | 104 | -0.1
O=C(NCCc1ccccc1)C1CCN(Cc2cc3ccccc3n2Cc2ccccc2)CC1 | 110 | 0.7
CCC(C)NC(=O)COc1ccc(C(C)(C)c2ccccc2)cc1 (stereo unspecified) | 102 | 0.1
COC(=O)CNc1cn[nH]c(=O)n1 | 104 | 0.6
CC(c1nnc(-c2cccs2)o1)N1CCC(Cc2ccccc2)CC1 (stereo unspecified) | 96 | -0.9
O=C(OCC(=O)N1CCN(c2ccccc2)CC1)C1=COCCO1 | 102 | 0.1
CCc1ccc(CN(C)C(=O)c2ccc3c(c2)OCCO3)cc1 | 103 | 0.1
COc1ccccc1CNC(=O)CCNS(=O)(=O)c1ccc2c(c1)CCCC(=O)N2 | 113 | 1.1
CNC(=S)N(Cc1cc2ccc(OC)cc2[nH]c1=O)C1CCCC1 | 100 | -0.3
COC(=O)c1c(-c2ccc(Cl)cc2)noc1N1CCN(c2cc(C)ccc2C)CC1 | 104 | -0.9
Cc1ccc(C2c3[nH]c4ccccc4c3CCN2C(=O)CSc2ccccc2)cc1 (stereo unspecified) | 109 | 0.4
COc1ccccc1NCC(=O)n1nc(C)cc1C | 104 | 0.5
Cc1ccc(C(C)C)cc1OCCN | 102 | 0
CC(CCc1ccccc1)NC(=O)CSc1cn[nH]n1 (stereo unspecified) | 99 | -0.6
CC1CCC(Nc2ncnc3onc(-c4ccc(Cl)cc4)c23)CC1 (stereo unspecified) | 111 | 0.6
CCOC(=O)N1CCN(C(=O)CN2C(=O)/C(=C/c3ccc(OCC)cc3)SC2=S)CC1 | 101 | 0.2
COc1ccc(C(C)=O)cc1CSc1nc(NCc2ccccc2)c2ccccc2n1 | 109 | 0.8
Cc1ccc(C(=O)COC(=O)c2ccc(Br)cn2)cc1 | 101 | -0.4
CCc1cccc(NC(=O)CCS(=O)(=O)c2cc3c4c(c2)CCN4C(=O)CC3)c1 | 109 | 0.2
COc1ccccc1NCCC(=O)O | 103 | 0.5
CCCOc1ccc2oc(=O)c3c(c2c1)CCCN3C(=O)CN1CCCc2ccccc21 | 101 | 0
COC(=O)Cn1c(C(=O)OC)cc2c1ccn2-c1ccc(F)cc1 | 101 | -0.2
CCOc1ncccc1C(=O)OCC(=O)N1C(C)CCCC1C (stereo unspecified) | 103 | -0.1
CC(C)Oc1ccc(C(F)(F)F)cc1NC(=O)C1CC1 | 101 | -0.3

Compound profiles, as listed above.
O=C(CCN(/N=C/c1ccco1)C1=NS(=O)(=O)c2ccccc21)NC1CCCCC1 as listed: Polio RdRp inh = 104; Polio RdRp inh FP z-score = 0.5
Cc1ccc(C(=O)COC(=O)c2ccc(Br)cn2)cc1 as listed: Polio RdRp inh = 101; Polio RdRp inh FP z-score = -0.4
Cc1cccc(N(C(=O)c2cnc3n(c2=O)CCS3)C2CCCCC2)c1 as listed: Polio RdRp inh = 102; Polio RdRp inh FP z-score = 0.5

(continued)
SMILES | Polio RdRp inh | Polio RdRp inh FP z-score
CCOc1ccc(NC(=O)N2CCCC(CN3CCc4ccccc4C3)C2)cc1 (stereo unspecified) | 101 | -0.2
COc1ccc(C(=O)NCCn2cc(SCC(=O)N3CCCCC3)c3ccccc32)cc1 | 103 | 0.2
NC(=S)c1cnccc1C(F)(F)F | 108 | 0.9
O=C(CSc1nccn1-c1ccc(Cl)cc1)Nc1nc2ccccc2s1 | 109 | 0.4
CCOC(=O)N1CCN(C(=O)c2c[nH]c3ccc(S(=O)(=O)N(CC)CC)cc3c2=O)CC1 | 100 | -0.2
O=C(c1cc2ccc3cccnc3c2[nH]1)N1CCN(c2cccc(Cl)c2)CC1 | 102 | -0.1
Cc1nn(-c2ccccc2)c2nc(Cl)c(C3N=C(N)Nc4nc5ccccc5n43)cc12 (stereo unspecified) | 103 | 0.1
COc1ccc(CNC(=O)C(OC(C)=O)c2ccccn2)cc1 (stereo unspecified) | 100 | -0.6
COc1cccc(Cn2nnc(C(=O)NCc3ccc(Cl)cc3Cl)c2N)c1 | 102 | -1
CCOc1ccc(CNC(=O)C2CCN(c3nnc(-n4cccc4CNc4ccc(C)cc4)s3)CC2)cc1OC | 111 | 0.3
CNc1ccccc1C(=O)OCC(=O)c1ccccc1 | 102 | 0.1
CCN(C(=O)CSc1nnc(C2CC2)n1-c1ccccc1)C1=CCCC1 | 103 | -0.2
O=C(COC(=O)COc1ccccc1)Nc1ccccc1 | 98 | -0.8
CCOC(=O)Cc1csc(NC(=O)c2ccc(S(=O)(=O)N3CCCC3)cc2)n1 | 101 | -0.6
O=C(NCC(c1ccco1)S(=O)(=O)c1ccc(Cl)cc1)c1ccccc1F (stereo unspecified) | 110 | 0.7
CCC(=O)NCCc1sc2nc(-c3ccc(OC)cc3)nn2c1C | 104 | -0.7
Cc1cccc(C(=O)Nc2cc(-c3nc4cccnc4s3)ccc2C)c1 | 108 | 0
CC1CCCCN1S(=O)(=O)c1ccc(S(=O)(=O)NCc2ccc3c(c2)OCO3)cc1 (stereo unspecified) | 103 | 0.4
Cc1ccc(N2CC(NS(=O)(=O)N(C)C)CC2=O)cc1C (stereo unspecified) | 99 | -1.4
Cc1noc(C)c1C(=O)O/N=C(\N)c1ccc(OC(F)(F)F)cc1 | 99 | -1.2
CCOC(=O)c1ccccc1NC(=O)CCN1C(=O)c2ccccc2C1=O | 103 | 0.4
CCCC(C)C(=O)N(C)c1ccccc1 (stereo unspecified) | 101 | 0.2
CCCN(Cc1cc2cccc(C)c2[nH]c1=O)C(=O)c1cccc(Cl)c1 | 118 | 0.2
CN(C)CCCn1c(-c2ccc(Cl)cc2)c(CC(=O)O)sc1=Nc1ccccc1 | 99 | -0.5
O=C(Nc1ccccc1)Nc1nccc(-c2cc(OCC(F)(F)F)ccc2OCC(F)(F)F)n1 | 101 | -0.4
CCOc1ccccc1NC(=O)Cn1c(=O)ccc2cc(S(=O)(=O)N3CCCC3)ccc21 | 101 | -1.4
Cc1ccc(NC(=O)C2CCN(c3ncccn3)CC2)cc1F | 101 | -1.3
COCCN1Cc2cccc(C(=O)NCCCN3CCCC3=O)c2C1=O | 103 | 1
Clc1ccc(-c2csc(-c3ccc4c(c3)CCO4)n2)s1 | 101 | -0.4
COc1cccc(CNC(=O)CN2C(=O)COc3ccc(S(=O)(=O)N4CCOCC4)cc32)c1 | 118 | 0.3

An excerpt of these results, as labelled records.
> Cc1ccc(C2c3[nH]c4ccccc4c3CCN2C(=O)CSc2ccccc2)cc1 (stereo unspecified)
  Polio RdRp inh: 109; Polio RdRp inh FP z-score: 0.4
> COc1ccccc1NCC(=O)n1nc(C)cc1C
  Polio RdRp inh: 104; Polio RdRp inh FP z-score: 0.5

Carrying on:
SMILES | Polio RdRp inh | Polio RdRp inh FP z-score
O=C(NCc1ccco1)C(c1ccccc1)N(C(=O)Cn1nnc2ccccc21)C1CCCC1 (stereo unspecified) | 103 | 0.4
COC(=O)c1nnn(CC(=O)NC(=O)Nc2ccccc2F)c1C(=O)OC | 107 | 0.5
Cc1ccc(-n2ncc3c(NC4CCCCCC4)ncnc32)cc1 | 102 | -0.9
N#Cc1ccc(CSC2=NCCN2)cc1 | 102 | 0
CC1CCCC(C)N1C(=O)Cc1noc2ccccc12 (stereo unspecified) | 104 | 1.2
Cc1ccc(S(=O)(=O)Cc2nc(-c3ccc(C(=O)NCc4ccccc4F)cc3)oc2C)cc1 | 101 | -1.1
COc1ccc(C2CC(=O)N(CC(=O)NCc3ccco3)c3ccccc3S2(=O)=O)cc1OC (stereo unspecified) | 100 | -0.2
Cc1cc(C#N)c2c(C)ccc(C(C)C)cc1-2 | 103 | 0
NNC(=O)c1cc2c(s1)-c1ccccc1CC2 | 103 | -0.1
CCN(CC)C(=O)C1CCN(Cc2ccccc2F)CC1 | 103 | 0.1
CCOc1ccccc1C1CC(=O)NC(C)=C1C(=O)OC1CCCCCC1 (stereo unspecified) | 105 | -0.2
CC(NC(=O)c1ccccc1OCC(=O)NC12CC3CC(CC(C3)C1)C2)c1ccccc1 (stereo unspecified) | 104 | 0.2
COc1ccc(C(CNS(=O)(=O)c2cccs2)N2CCN(C)CC2)cc1 (stereo unspecified) | 98 | -1.8
Cc1cc(Nc2ccccc2)n2ncnc2n1 | 100 | -0.8
CN(C)CC1(CC(=O)O)CCCCC1 | 104 | 0.2

Of the compounds above, two contain a cyano group:
SMILES | Polio RdRp inh | Polio RdRp inh FP z-score
N#Cc1ccc(CSC2=NCCN2)cc1 | 102 | 0
Cc1cc(C#N)c2c(C)ccc(C(C)C)cc1-2 | 103 | 0

The list goes on:
SMILES | Polio RdRp inh | Polio RdRp inh FP z-score
COc1ccc(N2CCN(C(=O)CCc3c(C)nc4c(-c5ccccc5)c(C)nn4c3C)CC2)cc1 | 111 | 1
CN1CC(=O)N(C)c2ccccc21 | 100 | 0
COc1ccc(Cn2c(CO)cnc2SCC(=O)N(C)c2ccccc2)cc1 | 99 | -1
Cn1c([O-])c([N+](C)(C)C)c(=O)n(C)c1=O | 101 | 0.5
Cc1cc(-n2c(C)cc(C(=O)COC(=O)C(C)Nc3ncnc4sc(C)c(C)c34)c2C)no1 (stereo unspecified) | 102 | -0.1
NC(=O)c1ccccc1NC(=O)CCC1CCCCC1 | 98 | -0.3

The list is partial; count on the stated rates, not on these rows.
